# Bioassay records as filed in PubChem.
# NR3A LBD binder – NR3A (human) ligand-binding domain modulation; Tm shift relative to glycine control, % at 25 µM; hit rate 2.5% among 340,000; NR3A LBD differential scanning fluorimetry, Tm shift; 0% = protein alone, 100% = glycine-bound protein; AID 1259313;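 active = melting temperature shift of at least 10% of the positive control shift, at one fixed dose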
# MPTP inh – blocks calcium-induced mitochondrial swelling. inhibition, % at 10 µM. AID 602449. isolated mouse mitochondria, Ca2+ swelling absorbance, 30 min. hit rate 1.4% among 360,000;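 active = inhibition of 50% or more, scaled per plate between neutral and stimulator controls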;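 also: 0% = DMSO wells given calcium and 100% = 1 mM EGTA wells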
# mIAP act – mouse IAP activation. AID 2805. hit rate 0.24% among 330,000. activation factor at 10 µM. muIAP, CDP-Star luminescence, 30 min; stronger effect = higher value; 1 = vehicle-only enzyme signal, 0 = enzyme-free wells;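 active = activation factor of at least 2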; also: the source names both 10 and 20 µM as test concentration; values of inactives mirror those of a sister screen read the other way
#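 Assay system: mouse IAP enzyme / Compound: DMSO-dissolved test compounds / Timing: 30 min, room temperature / Measured by: luminescence from enzymatic CDP-Star hydrolysis / Control set: DMSO-only wells, enzyme-free buffer wells as negative control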
# MIN6 prolif – inducers of beta-cell replication in MIN6 cells | MIN6 cells proliferation, ATPlite luminescence, 48 h; cells starved in 0.2% serum; 100% = growth in 10% serum | proliferation, % at 10 µM | hit rate 0.29% among 330,000;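 active = compounds whose signal lies at least 3.5 SD above the mean of all wells on their plate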;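 also: 0% = DMSO-treated cells in low-serum medium and 100% = 10% serum control; some compounds called inactive have numbers as strong as hits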
# hIAP inh – human IAP inhibition; P09923; purified IAP, CDP-Star luminescence, 30 min; inhibition, % at 10 µM; hit rate 0.12% among 330,000;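 active = inhibition reaching a set limit with compound at 10 µM in the primary screen, cut at about 35% in these data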;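 also: plate controls were DMSO wells with enzyme for no effect and no-enzyme buffer wells for full effect; values of inactives mirror those of a sister screen read the other way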
# A3G deaminase – inhibitors of human APOBEC3G DNA deaminase. inhibition, % at 20 µM. hit rate 0.28% among 330,000. Q9HC16. AID 493012. recombinant A3G, ssDNA deamination FAM/TAMRA fluorescence;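 active = inhibition of at least 40% at 20 µM, with no more than 30% in the related APOBEC3A deaminase screen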;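 also: plate controls were DMSO wells with A3G for no effect and wells lacking A3G enzyme for full effect; some compounds called inactive have numbers as strong as hits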
# Target sequence (Q9HC16 whole entry, looked up): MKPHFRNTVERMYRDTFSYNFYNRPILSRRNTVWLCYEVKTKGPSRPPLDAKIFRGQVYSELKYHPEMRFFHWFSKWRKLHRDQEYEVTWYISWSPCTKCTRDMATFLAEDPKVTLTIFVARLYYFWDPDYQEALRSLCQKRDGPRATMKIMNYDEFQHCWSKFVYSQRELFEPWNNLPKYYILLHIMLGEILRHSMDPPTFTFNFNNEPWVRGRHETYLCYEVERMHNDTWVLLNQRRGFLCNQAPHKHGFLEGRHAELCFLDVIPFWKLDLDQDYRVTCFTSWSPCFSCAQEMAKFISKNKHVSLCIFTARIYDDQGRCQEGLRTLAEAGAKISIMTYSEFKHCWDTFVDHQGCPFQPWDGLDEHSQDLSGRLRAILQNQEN
# hIAP activ – increases human intestinal alkaline phosphatase activity | AID 2524 | activation factor at 10 µM | purified human IAP, CDP-Star luminescence, 30 min; stronger effect = higher value; 1 = vehicle-only enzyme, 0 = enzyme-free background | hit rate 0.16% among 330,000 | P09923;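 active = activation factor of the enzyme at least 2-fold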; also: the source names both 10 and 20 µM as test concentration; values of inactives mirror those of a sister screen read the other way
# APOBEC3A inh – human APOBEC3A DNA deaminase inhibition. hit rate 0.41% among 330,000. recombinant A3A, FAM/TAMRA ssDNA deamination fluorescence. inhibition, % at 20 µM. P31941;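 active = at least 40% inhibition at 20 µM here, with at most 30% in a related deaminase screen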;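 also: plate controls were A3A with DMSO for no effect and wells lacking A3A enzyme for full effect; some results filed as inactive read as strong as hits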
# Target sequence (P31941 whole entry, looked up): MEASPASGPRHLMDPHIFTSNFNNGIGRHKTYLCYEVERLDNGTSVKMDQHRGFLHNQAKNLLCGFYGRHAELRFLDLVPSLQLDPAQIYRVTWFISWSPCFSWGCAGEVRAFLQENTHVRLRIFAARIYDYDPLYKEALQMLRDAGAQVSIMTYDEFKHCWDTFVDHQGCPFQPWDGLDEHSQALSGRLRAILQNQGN
# mIAP block – blocks mouse intestinal alkaline phosphatase; purified mouse IAP, CDP-Star luminescence, 30 min; inhibition, % at 10 µM; hit rate 0.2% among 330,000; AID 2806;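 active = inhibition of at least 40% at 10 µM in the primary screen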;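 also: plate controls were DMSO with enzyme for no effect and no enzyme wells for full effect; values of inactives mirror those of a sister screen read the other way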
# An asterisk follows results filed as active.
SMILES,NR3A LBD binder,MPTP inh,mIAP act,MIN6 prolif,hIAP inh,A3G deaminase,hIAP activ,APOBEC3A inh,mIAP block
COc1cc(CN(CCc2c(C)[nH]c3ccc(C)cc23)C(=S)NC(C)(C)C)cc(OC)c1OC,-3.9,1.6,0.984,-5.8,-15.8,-5.0,1.16,-2.5,1.6
CCCNC(=O)c1ccc(N2CCC3(CC2)CC(c2ccc(Cl)cc2)=NO3)c([N+](=O)[O-])c1,-4.7,3.3,0.911,-7.5,6.6,-13.1,0.934,-1.1,8.9
Cc1cc(/C=C(\C#N)C(=O)OCC(=O)Nc2ccc(OC(F)F)cc2)c(C)n1CC(C)C,-1.6,1.4,0.959,0.3,5.6,3.9,0.944,-1.6,4.1
CS(=O)(=O)N(CC(=O)N1CCCC1)Cc1ccccc1,1.0,-0.6,0.946,-0.1,9.6,-15.8,0.904,-2.5,5.4
C=CCNC(=S)N/N=C(\C)c1cccnc1,0.1,-1.2,1.03,0.8,8.4,-4.1,0.916,9.4,-3.3
c1ccc2c(c1)nnn2-c1ncnc2sccc12,0.8,-1.2,0.815,1.9,-3.4,9.0,1.03,5.2,18.5
O=C(Nn1cnnc1)c1cc(Cl)cc(Cl)c1,-1.4,-0.4,1.02,-5.8,-14.4,-6.1,1.14,-3.1,-1.6
O=C(N/N=C/c1cccnc1)c1cc(-c2ccc(Cl)cc2)nc2ccccc12,0.9,5.3,0.896,-3.6,3.5,-1.6,0.965,-0.8,10.4
CCCCOc1c(Cl)cc(C(=O)N(C)CC(=O)Nc2ccc(N3CCOCC3)cc2)cc1OCC,2.2,1.7,0.965,-3.3,-6.6,-4.5,1.07,-2.4,3.5
COc1ccc(N(CC(=O)NC(C)(C)C)C(=O)c2ccco2)cc1,1.2,-0.1,1.02,-0.8,-1.8,-2.6,1.02,1.3,-2.5
Cc1nn(CC(O)CN2c3ccccc3Sc3ccccc32)c(C)c1Br (stereo unspecified),-8.7,-1.9,0.993,-3.9,-14.9,-9.2,1.15,-4.2,0.7
CCOc1cccc(/C=N/NC(=S)Nc2ccccc2[N+](=O)[O-])c1O,-1.4,10.9,0.886,-4.1,6.1,-0.6,0.939,-0.5,11.4
O=C(Nc1ccc(F)cc1F)N1CCN(C(=O)c2ccco2)CC1,1.8,2.4,1.02,-4.0,-29.3,-0.5,1.29,1.0,-2.5
CCN(CC(=O)Nc1ccc(NC(C)=O)cc1)C(=O)c1ccc(N2CCCC2)c([N+](=O)[O-])c1,3.2,-1.4,0.929,-3.6,14.8,-3.5,0.852,1.3,7.1
Cc1ccc(-n2nc(C(=O)NN)c(C)c(C#N)c2=O)cc1Cl,-0.6,-1.4,0.992,0.1,1.1,-4.4,0.989,0.1,0.8
Cc1ccc(Cl)c(OC(=O)Cn2cnc3c2c(=O)n(C)c(=O)n3C)c1,-2.1,1.9,0.996,-0.2,9.9,-2.8,0.901,-1.0,0.4
NS(=O)(=O)c1ccc(NC(=O)CSc2nc3ccccc3[nH]2)cc1,-0.2,-0.3,0.838,0.3,4.9,-3.8,0.951,0.1,16.2
O=C(NCCc1ccco1)C(=O)NCC1OCCCN1S(=O)(=O)c1ccc(Cl)cc1 (stereo unspecified),1.0,0.5,0.977,-4.5,-3.0,-8.3,1.03,-4.7,2.3
COc1cc(N)ccc1-c1cc2ccccc2oc1=O,0.2,-0.1,1.06,-3.0,-15.8,0.3,1.16,-4.1,-6.5
Cc1ccc(C(=O)Nc2c3c(nn2C(C)(C)C)CS(=O)(=O)C3)cc1[N+](=O)[O-],-0.7,0.5,0.97,-3.0,-17.3,-8.5,1.17,-4.2,3.0
CCOC(=O)/C=C/C(=O)OCC(=O)NCc1ccccc1,0.7,-1.0,1.04,1.5,-3.4,-5.8,1.03,1.3,-4.1
O=C(Oc1ccccc1C(=S)N1CCCCC1)c1cc([N+](=O)[O-])cc([N+](=O)[O-])c1,-1.9,-11.3,0.943,-2.4,16.8,10.6,0.832,0.1,5.7
COC(=O)c1ccccc1NC(=S)NC(=O)C1CCCCC1,-2.0,-1.8,1.03,0.0,-6.7,-2.8,1.07,1.8,-3.5
COc1ccc(-n2c3c(cc(C(=O)N4CCCCC4)c2=O)C(=O)CC(C)(C)C3)cc1,-0.6,-2.0,1.05,0.1,-20.2,-0.9,1.2,2.2,-4.9
O=C1CCC(C(=O)N2CCCC2)CN1CCc1cccc(F)c1 (stereo unspecified),-3.0,-1.2,0.986,0.6,-4.4,-8.4,1.04,-7.1,1.4
O=C(OCC(=O)N1CCCC1)c1ccc(S(=O)(=O)Nc2ccccc2)cc1,0.1,0.8,1.13,-1.5,-12.1,-11.4,1.12,-6.5,-13.3
CC(=O)c1cccc(NC(=O)CSc2ccc(-c3ccco3)nn2)c1,0.3,-0.7,0.972,-4.5,-47.1,-1.8,1.47,-1.0,2.8
CCOC(=O)Nc1ccccc1C(=O)N1CCOCC1,1.7,0.3,0.952,0.6,-13.4,-4.8,1.13,-0.8,4.8
COc1ccc(OC[C@@H](O)CNC(=O)c2cccc3c2C(=O)c2ccc(-c4ccc(F)cc4OCc4ccccc4)cc2S3(=O)=O)cc1,-1.2,0.8,0.973,-3.2,-12.1,-3.1,1.12,1.9,2.7
CC(Oc1ccc(Cl)cc1Cl)C(=O)Nc1ccc(OCC(=O)O)cc1 (stereo unspecified),3.7,-4.4,0.986,-2.0,-2.3,-8.7,1.02,-0.9,1.4
Cc1ccc(S(=O)(=O)CCc2nc3ccccc3[nH]2)cc1,-0.9,-2.2,0.997,-1.3,20.3,-5.0,0.797,5.6,0.3
Cc1noc(C)c1COc1ccc(C(=O)N2CCN(c3cccc(Cl)c3)CC2)cc1,4.0,0.2,1.06,-4.2,0.4,-9.4,0.996,-3.5,-5.9
S=C(Nc1ccccc1)Nn1cnnc1,1.6,0.1,0.896,-4.6,-5.0,23.2,1.05,-5.8,10.4
COc1ccc2oc(C(=O)N(C)CCOc3ccc(Cl)cc3)c(C)c2c1,-0.8,121.7*,0.998,-1.7,4.4,-6.1,0.956,2.0,0.2
CC1CCN(c2ccc(NC(=O)Cc3ccccc3)cc2)CC1,1.0,1.4,1.05,-1.3,-4.6,2.5,1.05,0.5,-5.1
CCOCCCN(Cc1ccco1)C(=O)c1cc2c(=O)[nH]c3ccc(C)cc3c2s1,-15.4,0.1,0.944,2.4,14.8,0.3,0.852,-0.2,5.6
Cc1c(C(=O)n2cnc3ccccc32)cccc1[N+](=O)[O-],1.7,-1.4,1.01,-2.6,-1.8,-0.1,1.02,-0.2,-1.5
c1ccc(-c2csc(N3CCc4ccccc4C3)n2)cc1,-0.9,-0.9,0.959,-2.5,10.8,-5.7,0.892,-2.6,4.1
Cc1cc(C)cc(N(CC(=O)N2CCC(C)CC2)S(C)(=O)=O)c1,3.5,-0.9,1.03,-1.4,-3.3,-5.3,1.03,-1.6,-3.1
Cc1nn(-c2ccccc2)c(Cl)c1C(=O)OCC(=O)NCCc1ccc(S(N)(=O)=O)cc1,-0.7,0.1,1.09,-3.2,-9.4,2.6,1.09,2.3,-8.8
O=C(c1cn[nH]c1)N1CCc2c([nH]c3ccccc23)C1c1c(F)cccc1Cl (stereo unspecified),3.1,-0.5,0.888,-3.4,-27.0,-4.0,1.27,0.3,11.2
CCOC(=O)c1[nH]c(CN2CCN(c3ccc(OC)cc3)CC2)c(C(=O)OCC)c1C,0.6,0.1,1.01,-2.4,7.5,-1.7,0.925,-2.9,-1.3
CCOC(=O)C1C(=O)Oc2ccc3ccccc3c2C1C1CCOC1=O (stereo unspecified),-3.0,-0.7,0.837,3.1,21.5,4.3,0.785,-1.3,16.3
Cc1ccc(S(=O)(=O)N(C)Cc2ccc(C(=O)N/N=C/c3ccc(OC(F)F)cc3)cc2)cc1,0.8,2.5,0.983,0.0,11.3,-5.2,0.887,-1.4,1.7
O=C(NNC(=O)c1ccc(Br)cc1)c1ccncc1,-1.2,0.0,1.01,-0.3,-5.9,-2.6,1.06,-4.4,-1.1

# The last 2 entries of the section above open the next one:
SMILES,NR3A LBD binder,MPTP inh,mIAP act,MIN6 prolif,hIAP inh,A3G deaminase,hIAP activ,APOBEC3A inh,mIAP block
Cc1ccc(S(=O)(=O)N(C)Cc2ccc(C(=O)N/N=C/c3ccc(OC(F)F)cc3)cc2)cc1,0.8,2.5,0.983,0.0,11.3,-5.2,0.887,-1.4,1.7
O=C(NNC(=O)c1ccc(Br)cc1)c1ccncc1,-1.2,0.0,1.01,-0.3,-5.9,-2.6,1.06,-4.4,-1.1
COC(=O)c1cc2sccc2n1Cc1nc(-c2cccc(Cl)c2)oc1C,-1.2,10.3,0.932,-6.2,19.9,-8.2,0.801,-1.9,6.8
CN(CCC1CCOCC1)C(=O)C1CCC(=O)N(CCc2cccc(F)c2)C1 (stereo unspecified),-0.5,-0.1,1.04,1.4,-30.1,2.4,1.3,3.1,-4.5
CC(Sc1ccc(Cl)cc1)C(=O)NNC(=O)c1ccccc1O (stereo unspecified),-1.2,0.2,0.821,-4.9,-147.5,0.4,2.48*,0.2,17.9
COc1ccc(/C(C)=N/OCC(=O)Nc2nc3ccccc3s2)cc1,-19.8,-0.5,0.877,-2.0,18.0,-7.1,0.82,-4.0,12.3
O=C(NCc1cccnc1)C1CCN(S(=O)(=O)N2CCOCC2)CC1,-0.5,-0.7,0.929,1.4,-3.2,-4.9,1.03,-6.2,7.1
CC(C)N(Cc1nc2ccccc2[nH]1)C(C)C,-4.2,-0.7,1.01,3.1,9.1,0.0,0.909,-0.2,-1.1
c1ccc2c(c1)OCC(c1csc3ncnc(N4CCOCC4)c13)O2 (stereo unspecified),0.7,1.7,0.927,5.3*,7.9,-4.3,0.921,-4.4,7.3
CCOC(=O)CC(=O)Nc1ccn[nH]1,3.9,2.4,0.978,0.1,14.1,-4.0,0.859,-3.7,2.2
C=C(C)C1CC=C(C)/C(=N/NC(=O)CCC(=O)Nc2ccccc2Cl)C1 (stereo unspecified),-1.6,-0.5,1.1,0.2,-1.8,7.7,1.02,2.1,-9.8
CCC(C)Cn1c(C)nc2ccccc21 (stereo unspecified),-0.7,3.5,1.05,-1.1,-1.2,-5.5,1.01,-4.2,-4.8
Cc1ccc(S(=O)(=O)Nc2ccc(NC(=O)c3c(F)c(F)c(F)c(F)c3F)cc2)cc1,15.4*,1.5,1.02,-6.8,-12.5,-8.9,1.12,-5.3,-1.6
CC12CCC(C(=O)Nc3ccccc3-n3cccc3)(CC1=O)C2(C)C (stereo unspecified),-1.0,0.2,1.05,-1.7,8.1,0.0,0.919,1.0,-4.8
Nc1c(N2CCOCC2)cc(Cl)c2nonc12,-4.0,1.2,0.857,-1.0,22.8,2.2,0.772,-2.0,14.3
COc1ccc2nc(NC(=O)C3CCN(S(=O)(=O)c4cccs4)CC3)sc2c1,-26.7,1.0,0.987,-0.1,6.4,-1.0,0.936,4.4,1.3
O=[N+]([O-])c1ccc(N2CCN(c3ccccc3O)CC2)c(Cl)c1,-2.0,10.9,0.941,-6.3,-5.3,-10.6,1.05,-8.0,5.9
CN1CCC(N(C)C(=O)c2ccc(Cl)c(S(=O)(=O)Nc3cc(Cl)ccc3Cl)c2)CC1,1.7,-0.9,0.944,-2.4,-4.2,-7.5,1.04,-1.8,5.6
CC(Oc1ccccc1)c1ccn[nH]1 (stereo unspecified),-3.5,-0.8,1.03,-3.1,-14.9,-5.5,1.15,-1.2,-3.1
CCOC(=O)N1CCC(NC(=O)CS(=O)(=O)Cc2nc(-c3ccccc3C)oc2C)CC1,-1.2,-0.3,1.03,-1.6,11.0,2.4,0.89,1.5,-3.3
